Screening results: PubChem, National Center for Advancing Translational Sciences (NCATS)
KCNH2 3.1 block: qHTS for Inhibitors of KCHN2 3.1: Mutant qHTS; Potassium voltage-gated channel subfamily H member 2, brain isoform KCNH2 3.1 (human); U2OS KCNH2 3.1, thallium flux FluxOr; active compounds read low; activity change, % (tested at about 1.8 µM); 0.95% of 340,000 active; AID 720553, 2013;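 active = maximum activity change below -70%; inconclusive = maximum activity change from -70% to -50%; inactive = maximum activity change above -50%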;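 note: thallium influx rate constant from kinetic fluorescence after stimulation buffer; % is set by controls: 0 for no effect and ±100 for the full control effect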
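Steps: virus added to U2OS suspension (4 h, RT, dark); medium with 10% FBS added, cells plated, 37 C overnight; FluxOr/Red40 loading buffer 45 min RT; stimulation buffer, 2 min kinetic read; rate constant normalized.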
ELG1 repair inh: qHTS screen for small molecules that inhibit ELG1-dependent DNA repair in human embryonic kidney (HEK293T) cells expressing luciferase-tagged ELG1. HEK293T ELG1-luciferase reporter, luminescence, 16 h; DNA damage induced by 5-fluorouridine. Potency, µM (highest dose often 46.1 µM), for inactives: at the highest dose activity change, negative = inhibition, usual class: inhibitors. 2.3% of 330,000 active; note: potency is the fitted concentration of half-maximal effect; % is set by controls: 0 for no effect and ±100 for the full control effect; nearly all actives have a fitted effect of over 55% in size
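Cells (2,000 per well) received 5-fluorouridine plus test compound or DMSO and were incubated 16 hr at 37 °C, 5% CO2. Luciferase activity was read by luminescence 30 min after ONE-Glo addition; signal suppression marked inhibition of damage-induced ELG1 function.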
AT treatment: qHTS Assay for Identifying a Potential Treatment of Ataxia-Telangiectasia; […] A-T fibroblasts, KAP-1 phosphorylation AlphaLISA; neocarzinostatin DNA damage 30 min before lysis; Potency, µM (series often up to 57.5 µM), for inactives: top-dose activation, actives largely listed as activators; 0.19% of 320,000 active; AID 485349, 2010; note: potency is the fitted concentration of half-maximal effect; % of control where 0% means no effect; nearly all actives have a fitted effect of over 45% in size
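hTERT-immortalized A-T patient fibroblasts ([…]), 500 cells/well in OPTI-MEM, 1% FBS, got compounds for 60 min, then NCS for 30 min at 37C. Lysates were then assayed for phospho-KAP-1 by AlphaLISA (anti-pKAP1 donor, anti-KAP1 acceptor beads), 6 hr at 25C.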
TSHR antag: Antagonists of the Thyroid Stimulating Hormone Receptor: HTS campaign. TSHR-expressing cells, TSH-stimulated cAMP HTRF, 2 h; active compounds read low. 0.2% of 330,000 active. Thyrotropin receptor (Homo sapiens), P16473. activity change, negative = inhibition, % at 11.5 µM. AID 504810, 2011;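 active = activity change below a set negative limit, meaning inhibition stronger than a set level, cut at about -70% in these data; inconclusive = activity change between two set negative limits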; note: % is set by controls: 0 for no effect and ±100 for the full control effect
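Inhibition of cAMP made by TSHR-expressing cells under TSH stimulation (4nM final, EC80; 2 h, 37 deg C) is quantified with a one-step lysis HTRF kit, anti-cAMP cryptate versus cAMP-d2.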
USP2a inh: qHTS Assay for Inhibitors of Ubiquitin-specific Protease USP2a Using CHOP2 as the Reporter | AID 463254, 2010 | 0.01% of 330,000 active | USP2 core, Ub-CHOP2 coupled fluorogenic reporter, 485/531 | Potency, µM (titrated, usually from 38.3 µM), inactives show at the top dose activity change, negative = inhibition, hits mostly inhibitors;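 note: potency is the fitted concentration of half-maximal effect; plate controls were DMSO wells for no effect and full inhibition by NEM control for full effect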
Target sequence (O75604 whole entry, looked up): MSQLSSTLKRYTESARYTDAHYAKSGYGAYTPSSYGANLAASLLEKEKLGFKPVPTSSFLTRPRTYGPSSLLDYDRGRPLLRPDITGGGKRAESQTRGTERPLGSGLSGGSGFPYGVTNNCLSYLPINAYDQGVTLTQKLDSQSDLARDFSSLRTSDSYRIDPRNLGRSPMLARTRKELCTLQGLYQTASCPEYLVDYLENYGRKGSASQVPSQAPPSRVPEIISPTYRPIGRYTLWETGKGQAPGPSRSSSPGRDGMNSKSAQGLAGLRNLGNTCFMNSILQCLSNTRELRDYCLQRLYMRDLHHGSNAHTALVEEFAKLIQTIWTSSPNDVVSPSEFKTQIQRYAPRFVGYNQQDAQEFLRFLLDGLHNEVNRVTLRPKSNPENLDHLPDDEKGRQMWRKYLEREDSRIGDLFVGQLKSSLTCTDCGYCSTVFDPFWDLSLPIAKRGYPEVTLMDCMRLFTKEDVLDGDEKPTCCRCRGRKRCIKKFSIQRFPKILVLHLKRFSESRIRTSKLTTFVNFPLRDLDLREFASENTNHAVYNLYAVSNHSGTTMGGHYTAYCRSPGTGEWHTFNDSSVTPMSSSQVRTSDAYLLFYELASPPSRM
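Deubiquitinase activity read as fluorescence (485/531 nm) after Ub-CHOP2 cleavage activates the enterokinase reporter on its substrate; USP2 core 10nM, Ub-CHOP2 and substrate 25nM each, 30min compound preincubation then 60min RT; data normalized to NEM, curves fitted.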
Mito fusion act: qHTS Assay for Small Molecule Inhibitors of Mitochondrial Division or Activators of Mitochondrial Fusion; S. cerevisiae fusion-defective mutant growth rescue, CellTiterGlo 48 h; Potency, µM (series often up to 46.1 µM), inactives show at the highest dose growth rescue (activation), hits mostly activators; 0.23% of 320,000 active; AID 485298, 2010;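 note: potency is the fitted concentration of half-maximal effect; % of control where 0% means no effect; nearly all actives have a fitted effect of over 45% in size; temperature-sensitive fusion mutants such as fzo1-1 at 37 °C on non-fermentable ethanol glycerol medium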
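Read-out: ATP-based luminescence (CellTiterGlo, 10 min ambient) reporting growth of fusion-defective ts yeast after 48 hours at 37C on glycerol/ethanol YPEG medium in the presence of compound.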
hERG WT inh: qHTS for Inhibitors of KCHN2 3.1: Wildtype qHTS; Voltage-gated inwardly rectifying potassium channel KCNH2 (Homo sapiens), Q12809; U2OS, BacMam KCNH2, thallium flux FluxOr; active compounds read low; activity change, % at 1.84 µM; 0.37% of 340,000 active; AID 720551, 2013;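 active = maximum activity change below -70%; inconclusive = maximum activity change between -70% and -50%; inactive = maximum activity change above -50%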; note: % is set by controls: 0 for no effect and ±100 for the full control effect
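U2OS cells were transduced with wild-type KCNH2 virus (2.03 x 10^8 / mL) for 4 h at room temperature, then cultured overnight at 37 C. Thallium flux was read with FluxOr dye. Rate constants were normalized to DMSO controls.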
TCR activator: Activators of T cell receptors: qHTS campaign; primary human leukocytes, anti-CD3, IL-2 HTRF, 48 h; Potency, µM (top dose mostly 9.22 µM), for the others: at the top dose activation of IL-2 secretion, hits mostly activators; 330,000 tested, under 10 active; AID 504894, 2011; note: % of control where 0% means no effect
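IL-2 release read by HTRF sandwich (Eu cryptate donor, d2 acceptor, 665 nm emission) after 48 hr exposure of primary human leukocytes to compound together with anti-CD3 beads in the absence of co-stimulatory signals.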
Eya2 inh: qHTS Assay for Inhibitors of the Phosphatase Activity of Eya2 | Protein phosphatase EYA2 (Homo sapiens), O00167 | recombinant Eya2, OMFP fluorescence dephosphorylation (OMFP is methylfluorescein phosphate) | Potency, µM (series often up to 76.9 µM), without a hit: at the highest dose activity, negative = inhibition, hits mostly inhibitors | 0.006% of 330,000 active | AID 488837, 2010; note: potency is the fitted concentration of half-maximal effect; % is set by controls: 0 for no effect and ±100 for the full control effect
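Eya2 (0.2 uM) preincubated 10 min at ambient with compound, then OMFP substrate added at 50 uM; 10 min reaction in 50 mM HEPES pH 7.5, 50 mM NaCl, 5 uM MgCl2, 0.05% BSA, 1 mM DTT. Fluorescence read at Ex 485/Em 525 nm.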
TRPV1 agonist: HTS Assay for Compounds that Act as Agonists of the Vanilloid Receptor 1; TRPV1-expressing cells, Fluo-8 calcium influx, agonist mode; activation, % at 8.33 µM; 0.19% of 320,000 active; AID 540275, 2011; in the data active = activation above about 80%; inconclusive = between about 30% and that limit; note: 0% is about no effect
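TRPV1-expressing cells were cultured overnight at 35.5C and loaded with Fluo-8 calcium dye for 40 to 90 min at room temperature. After a 10 s baseline, compound was added and calcium influx was read kinetically for 3 min (ex 480/em 520 nm).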
* hit, by the source's call; u = inconclusive; x = not tested or not shown; [ ] = another dose, or the depositor's remark. Unless noted, calls come from the whole dose curve; as a rule, active = well fitted curve in the direction sought with a large enough effect; inconclusive = small, poorly fitted or top-dose-only effect, or another doubt; inactive = no such curve, though single readings can be large; an effect the other way counts as inactive or inconclusive. Not all compounds are listed, so the mix of outcomes need not match the whole.

SMILES	KCNH2 3.1 block	ELG1 repair inh	AT treatment	TSHR antag	USP2a inh	Mito fusion act	hERG WT inh	TCR activator	Eya2 inh	TRPV1 agonist
COc1ccc(CCNC(=O)/C=C/c2ccc3ccccc3n2)cc1OC	9	u	5%	1	-2%	-20%	4	-1%	1%	10
CSc1ccc(CN(C)C(C)C(=O)NCC2CCCCC2)cc1 (stereo not drawn)	-39	10%	-2%	-7	-6%	4%	10	9%	-11%	-1
Nc1[nH][nH]c(=O)c1N=Nc1cccc(Cl)c1	-15	9%	-4%	-2	0%	-1%	-10	4%	-10%	1
COC(=O)c1ccc(CSc2nc(N3CCOCC3)c3c(c2C#N)CC(C)(C)OC3)o1	-9	u	-13%	5	4%	0%	8	-5%	3%	1
O=S(=O)(c1ccc(Br)c2ccccc12)N1CCCC1	-2	-7%	7%	-13	-3%	3%	-1	-5%	5%	1
CCN1CCN(CCCOc2ccc(-c3ccccc3)cc2)CC1	u	u	2%	13	1%	-12%	22	3%	-4%	8
COc1ccc(CCN(C)Cc2ccc(OC)c(OCc3ccccc3)c2)cc1OC	u	-25%	-3%	-7	-7%	-2%	16	3%	-23%	3
Cc1c(Cl)cccc1NC(=O)c1cc(-c2ccco2)on1	-4	u	-3%	-9	2%	3%	3	1%	-1%	0
COc1ccc(-n2nc3c(N4CCC(C(=O)NCCc5ccco5)CC4)nnc(C)c3c2C)cc1	-10	7%	2%	-1	4%	1%	7	-4%	-13%	18
Cc1cc(C)c(S(=O)(=O)c2cccc(C)c2C)c(=O)[nH]1	0	6%	17%	4	-1%	-2%	0	0%	-9%	-3
CCOC(=O)C1CCN(C(c2ccc(OC)c(OC)c2)c2sc3nc(C)nn3c2O)CC1 (stereo not drawn)	-14	u	-1%	8	2%	-3%	5	4%[46.1 µM]	4%	-3
CCOC(=O)C1CCCN(S(=O)(=O)c2cccc3nsnc23)C1 (stereo not drawn)	-8	-5%	-2%	-2	2%	2%	11	-5%	-4%	-2
COc1ccc(C(=O)Nc2cc(Cl)ccc2N2CCOCC2)cc1S(=O)(=O)N1CCOCC1	-6	-23%	3%	-13	-2%	-2%	35	3%	17%	4
COc1cccc(NC(=O)CSc2nc(N)cc(N)n2)c1	7	17%	8%	-6	2%	-4%	10	-1%	-3%	1
CCN(CC)S(=O)(=O)c1ccc(S(=O)(=O)Nc2ccc3c(c2)oc2ccccc23)cc1	-4	-8%	5%	-10	-13%	18%	3	-7%	-11%	20
CCC(=O)Oc1oc(-c2ccccc2)nc1C=Nc1ccccc1OC	-6	0%	1%	-6	2%	-2%	-10	5%	-34%	4
Cc1ccccc1CN1[C@@H](CC2CCCCC2)COCCS1(=O)=O	-5	2%	12%	-12	-6%	-6%	-3	-5%	-27%	6
CN1CCN(C(=O)c2ccc3c(c2)N(Cc2ccccc2)CCS3)CC1	0	2%	0%	-2	2%	-2%	7	0%	8%	1
COCCN(C(=O)Cc1cccs1)c1nnc(-c2cccnc2)s1	4	15%	3%	-10	-1%	10%	0	-8%	4%	3
COc1ccc(-n2c(O)c(/C=N/NS(=O)(=O)c3ccc(C)cc3)c3ccccc3c2=O)cc1OC	-7	-3%	5%	-7	14%	-1%	-12	0%[46.1 µM]	13%	14
CN1CCN(c2ccccc2NC(=O)c2ccc(-c3ccc(Br)cc3)o2)CC1	-28	u	-2%	4	3%	-5%	2	-2%	10%	2
CCOc1ccc(Cl)cc1S(=O)(=O)N1CCN(c2ccc(F)cc2)CC1	-44	-10%	3%	5	3%	5%	7	1%	5%	8
c1ccc(CCCNc2ncccn2)cc1	-97*	u	4%	25	2%	12%	-10	-9%[46.1 µM]	1%	0
O=[N+]([O-])c1cccc(/C=N/Nc2nnc(-c3ccccc3)c(-c3ccccc3)n2)c1	-19	-3%	-2%	3	2%	-6%	3	-3%[46.1 µM]	-15%	0
COc1ccc(C(CNC(=O)Nc2ccc(Cl)cc2)N2CCN(C)CC2)cc1 (stereo not drawn)	-38	13%	0%	-8	2%	-4%	29	13%	1%	5
CCc1ccccc1OCCCOc1ccc(OC)cc1	-99*	3%	u	-1	-3%	6%	-1	-8%	-8%	-2
Cc1ccccc1CN1CCNC1=O	-2	u	x	18	0%	2%	-16	0%	-33%	1
Cc1cc(-c2ccn[nH]2)c(C)s1	17	0%	3%	12	-2%	1%	-1	1%	1%	-1
CC(NC(=O)c1ccco1)C(=O)N(C)Cc1ccc(C(F)(F)F)cc1 (stereo not drawn)	-8	-3%	7%	-2	1%	0%	-14	-4%	11%	-1
Cn1c(CCN2CCCCC2)nc2cc(NC(=O)Nc3ccccc3)ccc21	5	18%	4%	25	0%	1%	24	2%	-1%	-4
COCCCNCCCCOc1ccccc1-c1ccccc1	5	-5%	0%	8	1%	-10%	14	-2%[46.1 µM]	-5%	-2
O=C(NCc1ccccc1)C(c1ccncc1)N(C(=O)c1csnn1)c1ccccc1F (stereo not drawn)	-10	17%	-14%	5	3%	5%	0	1%	-12%	0
O=C(COC(=O)COc1cccc(C(F)(F)F)c1)Nc1ccc(N2CCOCC2)cc1	-2	u	14%	-3	2%	-2%	-13	-5%	13%	4
Cc1ccc(OCc2csc(N)n2)cc1	11	u	2%	3	-2%	0%	11	0%	-8%	1
CCn1nnc2cc(C(=O)Nc3cc(Cl)ccc3C)ccc21	-4	-8%	-1%	-9	3%	1%	-16	11%	12%	6
COc1cc2ncnc(NCc3ccccc3Cl)c2cc1OC	6	u	-2%	3	-1%	4%	-2	0%	13%	-4
O=C(Nc1cccnc1)c1ccc(Br)s1	15	15%	4%	7	-1%	2%	-1	6%	17%	u
CC(C)CC(=O)Nc1ccc(C(=O)COC(=O)Cc2n[nH]c(=O)c3ccccc23)cc1	8	4%	1%	2	0%	-3%	-4	1%	11%	0
NC1=NC[C@@H](Cc2ccc(O)cc2)N1CC1CCCCC1	19	8%	-27%	1	-6%	-5%	1	2%	-8%	-1
CCN1CCN(CCCNC(=O)c2ccc3c(c2)NC(=O)/C(=C\c2cccc(C)c2)S3)CC1	-20	-29%	16%	-12	-1%	-6%	11	-1%	1%	0
CC(OC(=O)CNC(=O)c1ccc(Cl)c([N+](=O)[O-])c1)C(=O)NC1CCCCC1C (stereo not drawn)	2	17%	-12%	-12	-2%	-7%	8	-1%	16%	2
COc1ccc(CCNC(=O)CSc2nnc3c(n2)[nH]c2ccc(F)cc23)cc1OC	-10	3%	0%	-6	3%	-4%	0	3%	-2%	2
COc1ccc(-c2csc(N3C(=O)CNC3=S)n2)cc1	7	u	4%	-3	4%	u	-4	-2%[46.1 µM]	-4%	2
O=C(CN(Cc1ccc(F)cc1)C(=O)c1csnn1)NCc1ccccc1	9	19%	1%	1	1%	-5%	-8	-2%	-6%	3
Cc1cc(C)c2[nH]c(=O)c(CN(C(=O)C3CCCO3)C3CCCC3)cc2c1 (stereo not drawn)	x	-1%	12%	-1	-2%	2%	x	x	6%	-3
CCOc1ccc(S(=O)(=O)N(C)c2ccc(OCC(=O)Nc3nccs3)cc2)cc1	-3	u	-8%	-9	-2%	1%	-17	x	5%	2
CCCCc1ncc(CN2CCC(n3nccc3NC(=O)c3ccccc3OC)CC2)[nH]1	-79*	14%	7%	-5	2%	7%	-42	1%	9%	1
O=c1[nH]oc2cc(Cl)ccc12	-1	-5%	1%	5	0%	2%	-6	8%	-27%	-9
Cn1cc(Cl)c(C(=O)Nc2nccs2)n1	3	u	6%	x	1%	-1%	-4	-6%	8%	0
C=CCn1c(C)cc(C(=O)COC(=O)c2n[nH]c(=O)c3ccccc23)c1C	-2	u	-7%	-10	-2%	x	-4	6%[46.1 µM]	-14%	x
